HT1080 viability: HT1080 cell viability loss – fluorescence readout (AID 620); HT1080 viability, fluorescence; higher % means a stronger effect; hit rate 0.42% among 87,000; cytotoxicity, % at 10 µM, or EC50 in µM where a hit was titrated;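 further: cells exposed to compound overnight then 4 h with Alamar Blue; 0% = vehicle DMSO and 100% = killing control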
HPDE-C7 cytotoxicity: cytotoxicity in HPDE-C7 cells, cell-based, fluorescence, HTS (AID 430) | HPDE-C7 pancreatic duct cells viability, fluorescence; higher % means a stronger effect | cytotoxicity, % at 10 µM; hits with a dose series show EC50 in µM | hit rate 1.8% among 63,000;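 further: cells exposed to compound for 48 hours before viability readout; 0% = vehicle and 100% = reference cytotoxic drug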
DPM-DC inhibit: blocks S. pneumoniae diphosphomevalonate decarboxylase | purified DPM-DC, PK/LDH coupled NADH fluorescence | calls only at 10 µM | hit rate 0.49% among 65,000 | AID 556;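 active means the 320 compounds with the highest percent inhibition in the single-dose primary screen, excluding strongly autofluorescent ones, cut at about 32% in these data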;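 further: kinetic rate of NADH fluorescence loss reporting ADP formed by the decarboxylase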
Bfl-1 inhibitors: Bfl-1 inhibitors, primary screen, biochemical, fluorescence polarization, FITC-Bid, mouse (AID 432); FITC-Bid BH3 peptide fluorescence polarization displacement; higher % means a stronger effect; one-dose displacement, % at 20 µM; IC50 in µM for titrated hits; hit rate 0.02% among 64,000; in the data active means a potency from the dose series; inactive means the rest, 99 in 100 with displacement below about 15%; further: strong numbers were not always called active
TNAP inhibition: inhibition of tissue-nonspecific alkaline phosphatase – biochemical, luminescent (AID 518). one-dose inhibition, % at 20 µM; IC50 in µM for titrated hits. purified TNAP enzyme, luminescent substrate readout; higher % means a stronger effect. hit rate 0.09% among 64,000; in the data active means a potency from the dose series; inactive means the rest, 99 in 100 with inhibition below about 22%;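 further: plate controls were vehicle for no effect and reference inhibitor for full effect; many of its hits are not listed in these tables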
PMK inhibit: blocks S. pneumoniae phosphomevalonate kinase; hit rate 0.49% among 65,000; purified PMK, PK/LDH-coupled NADH absorbance 340 nm; AID 539; inhibition, % at 10 µM;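 active means top-ranked compounds by inhibition in the single 10 µM screen, taking a fixed number of the strongest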;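 further: 0% = full reaction with DMSO carrier and 100% = background rate without enzyme reaction; no value below 0 was filed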
LYP phosphatase: inhibition of human PTPN22 tyrosine phosphatase – biochemical, DiFMUP fluorescence, recombinant catalytic domain, 10 µM, primary screen (AID 606) | 52,000 tested, under 10 active | recombinant LYP catalytic domain, DiFMUP fluorescence; higher % means a stronger effect | one-dose inhibition, % at 10 µM; IC50 in µM for titrated hits;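 active means IC50 under 40 µM in the dose-response test; inactive means IC50 of 40 µM or more, or never dose-tested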
KRASV12 cytotoxicity: cytotoxicity in KRAS-transformed pancreatic duct cells, primary screen, cell-based, fluorescence, HTS (AID 431); hit rate 1.7% among 63,000; HPDE-C7K KRASV12 cells, Alamar Blue viability, 48 h; higher % means a stronger effect; cytotoxicity, % at 10 µM, or EC50 in µM where a hit was titrated;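 active means compounds whose percent cytotoxicity in the single-dose primary screen, scaled between solvent and toxic-drug controls, exceeds 50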;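 further: 0% = DMSO solvent wells and 100% = doxorubicin-treated wells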
MK inhibit: blocks S. pneumoniae mevalonate kinase; purified MK, PK/LDH-coupled NADH absorbance 340 nm; inhibition, % at 10 µM; hit rate 0.48% among 65,000;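 active means ranked among the strongest by inhibition in the single 10 µM screen, a fixed top-ranked set picked for dose follow-up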; further: no value below 0 was filed
PMK inhibit pilot replicates: second read-out of PMK inhibit, no call of its own (marks repeat the call); inhibition, %; measured here: pilot screen replicates
MK inhibit pilot replicates: second read-out of MK inhibit, no call of its own (marks repeat the call); inhibition, %; measured here: pilot screen replicates
DPM-DC inhibit pilot screen %: recorded beside DPM-DC inhibit, whose call it bears; inhibition, %; measured here: pilot screen trials
* = called active by the depositor; i = inactive; . = not tested or not shown; + = active, no number. Unless noted, no stated cut-off is given here; in the data, active means cytotoxicity above about 50%; inactive means the rest.

SMILES | HT1080 viability | HPDE-C7 cytotoxicity | DPM-DC inhibit | Bfl-1 inhibitors | TNAP inhibition | PMK inhibit | LYP phosphatase | KRASV12 cytotoxicity | MK inhibit | others
Cn1c(SCCSc2nnc(-c3ccccc3)n2C)nnc1-c1ccccc1 | 4.5% | -0.8% | i | -0.4% | 5.4% | 1.0 | 0.8% | 2.9% | 5.0
CCOC(=O)C(CC)Sc1nc2c(c(=O)[nH]c(=O)n2C)n1C/C=C(/C)Cl (stereo not drawn) | 1.9% | 3.3% | i | 9.5% | 12.5% | 10.0 | 4.3% | 18.8% | 6.0 | PMK inhibit pilot replicates=1.5;MK inhibit pilot replicates=0.0;DPM-DC inhibit pilot screen %=2.0
Clc1ccc(SCCn2ccnc2)cc1 | -11.3% | -0.3% | i | -0.4% | 20.0% | 0.0 | 8.4% | -7.6% | 41.0* | PMK inhibit pilot replicates=3.0;MK inhibit pilot replicates=+;DPM-DC inhibit pilot screen %=0.5
O=C(CN1C(=O)COc2ccc(Cl)cc21)N1CCc2ccccc21 | -1.9% | . | i | -1.8% | 7.6% | 16.0 | 0.8% | . | 11.0
O=C1CCc2cc(S(=O)(=O)N3CCC(C(=O)NCc4ccccn4)CC3)ccc2N1 | . | 0.8% | i | -0.5% | 10.7% | 0.0 | . | 8.3% | 9.0 | PMK inhibit pilot replicates=0.0;MK inhibit pilot replicates=0.0;DPM-DC inhibit pilot screen %=0.0
Cn1c(SCC(=O)NCc2ccc3c(c2)OCO3)nnc1-c1c[nH]c2ccccc12 | 7.5% | -2.7% | i | 0.3% | 4.4% | 2.0 | -6.2% | 7.8% | 6.0
CCn1c(=O)c2ccccc2n2c(SCC(=O)N3CCCc4ccccc43)nnc12 | 0.3% | -14.1% | i | -6.2% | 4.3% | 23.0 | -2.9% | -8.1% | 5.0
Cc1cc(S(=O)(=O)NCCc2ccccc2)c(C)s1 | 10.2% | -1.8% | i | -4.3% | 7.1% | 9.0 | 13.3% | 5.2% | 7.0
NC(=O)COC(=O)C(Cc1ccccc1)NS(=O)(=O)c1ccccc1F (stereo not drawn) | -3.5% | -10.7% | i | 2.3% | 3.3% | 0.0 | -3.3% | -11.7% | 5.0
CN(C)c1ccc(NC(=O)CN2CCN(S(=O)(=O)c3cc(Cl)ccc3Cl)CC2)cc1 | -2.7% | -9.7% | i | -12.0% | 0.8% | 9.0 | 11.0% | -9.3% | 0.0
O=C(CCn1nc(-c2ccc(Cl)cc2)ccc1=O)NCc1ccccn1 | 2.7% | -5.7% | i | -9.5% | 4.7% | 17.0 | 2.5% | -15.4% | 0.0
CC(=O)c1cccc(NS(=O)(=O)N(C)C)c1 | 7.4% | -5.7% | i | -6.7% | 8.3% | 4.0 | 7.4% | 4.4% | 10.0
Cc1nnc(SCC(=O)N2c3ccccc3Sc3ccccc32)n1N | 3.0% | -0.2% | i | -7.9% | 10.7% | 4.0 | -15.9% | 13.5% | 7.0
Cc1ccc(C2C=C(c3ccccc3OC(F)F)Nc3ncnn32)cc1 (stereo not drawn) | -4.4% | -8.7% | i | 4.4% | 9.8% | 14.0 | -4.0% | -1.8% | 13.0
Cc1cc(Nc2ccccc2)n(CCC#N)n1 | -1.6% | -42.3% | i | 8.1% | 3.4% | 19.0 | 5.3% | 11.8% | 0.0 | PMK inhibit pilot replicates=2.5;MK inhibit pilot replicates=0.0;DPM-DC inhibit pilot screen %=0.0
CC(=O)c1cccc(NC(=O)c2ccc(Br)o2)c1 | 4.7% | 1.0% | i | -5.9% | 18.6% | 5.0 | 19.8% | -6.4% | 0.0
CCOC(=O)c1[nH]c(C)c(C(=O)N2CCN(c3ccc(F)cc3)CC2)c1C | -11.4% | -14.0% | i | 2.2% | 10.3% | 12.0 | 13.3% | -4.4% | 1.0 | PMK inhibit pilot replicates=1.5;MK inhibit pilot replicates=0.5;DPM-DC inhibit pilot screen %=2.0
CCC(C)(C)NC(=O)C(c1ccc(C)o1)N(Cc1cccs1)C(=O)Cn1nnc2ccccc21 (stereo not drawn) | -34.0% | -0.9% | i | -0.9% | 5.3% | 14.0 | -4.4% | -1.7% | 8.0
CCCNC(=O)NC(=O)COC(=O)c1ccc(OC)c(S(=O)(=O)N2CCCc3ccccc32)c1 | 0.4% | 0.1% | i | -2.3% | 10.7% | 4.0 | -12.2% | 10.7% | 0.0
COc1ccccc1CNS(=O)(=O)c1ccc2c(c1)oc(=O)n2C | 11.8% | -7.5% | i | -5.9% | 3.2% | 0.0 | -4.8% | -13.9% | 4.0
CC1CN(C(=O)Nc2ccc3snnc3c2)c2ccccc21 (stereo not drawn) | 11.6% | 5.2% | i | 1.1% | 18.1% | 10.0 | 4.4% | 1.1% | 2.0
O=C(Nc1ccccc1)OC1C2CCC1C(N1CCCCC1)CC2 (stereo not drawn) | 12.7% | 4.2% | i | -4.9% | 7.5% | 7.0 | 8.7% | -1.6% | 5.0
COc1cc(C)c(Cl)cc1S(=O)(=O)NCc1ccco1 | 12.6% | -3.1% | i | -8.2% | 18.5% | 6.0 | 3.4% | 6.5% | 8.0
O=C(CCc1nc2ccccc2[nH]c1=O)OCc1ccc(S(=O)(=O)N2CCOCC2)cc1 | 1.2% | -5.7% | i | 0.6% | 12.9% | 3.0 | 7.6% | -0.3% | 10.0
CCOCCCNc1ncnc2c1[nH]c1ccccc12 | 2.9% | 15.6% | i | -4.8% | 13.9% | 8.0 | 1.5% | 20.5% | 6.0 | PMK inhibit pilot replicates=2.0;MK inhibit pilot replicates=0.0;DPM-DC inhibit pilot screen %=8.5
SMILES | HT1080 viability | HPDE-C7 cytotoxicity | DPM-DC inhibit | Bfl-1 inhibitors | TNAP inhibition | PMK inhibit | LYP phosphatase | KRASV12 cytotoxicity | MK inhibit | others
CSc1nc(SCC(N)=O)c2c3c(sc2n1)CN(C)CC3 | 6.2% | -2.2% | i | 8.0% | 6.5% | 0.0 | 13.9% | 0.6% | 15.0
Cc1cccc2cc(C#N)c(NCCCn3ccnc3)nc12 | -2.8% | 5.2% | i | 3.5% | -1.0% | 17.0 | . | 4.3% | 0.0
O=C(CSc1nnc2n(C3CCCCC3)c(=O)c3ccccc3n12)OC1CCCCC1 | -1.3% | 5.7% | i | -5.2% | 9.1% | 14.0 | 6.9% | 2.0% | 6.0
Cc1cccc(N2CCN(C(=O)c3ccc(N4CCCC4=O)cc3)CC2)c1C | 3.1% | -0.7% | i | -3.8% | 3.8% | 15.0 | -11.1% | -0.2% | 0.0
COC(=O)[C@H](CCSC)NC(=O)Nc1ccc(C(C)=O)cc1 | 7.4% | . | i | -5.1% | 10.3% | 8.0 | -5.5% | . | 2.0
CCc1nc(NC2CCCCC2)c(C#N)c2c1COC(C)(C)C2 | -2.1% | 63.4%* | i | 5.1% | 5.6% | 7.0 | -0.8% | 62.0%* | 4.0
O=C(CN1C(=O)CCS(=O)(=O)c2ccccc21)NCc1ccc2c(c1)OCO2 | 5.5% | -2.6% | i | -7.9% | 9.0% | 15.0 | -6.3% | 8.1% | 0.0
C=CCNc1oc(-c2cccc3ccccc23)nc1C#N | -8.9% | 8.8% | . | -1.3% | 7.3% | 4.0 | 12.2% | -4.3% | 7.0 | PMK inhibit pilot replicates=2.5;MK inhibit pilot replicates=0.0
Cc1oc(CC(C)C)c(CN2CCCC2)c1C(=O)O | -18.4% | -2.7% | i | -3.7% | 12.3% | 10.0 | -5.9% | -11.9% | 10.0
Cc1cc(C)n(C(=O)CCC(=O)NCc2ccccc2)n1 | -6.6% | 6.7% | i | 0.9% | 4.2% | 3.0 | 2.0% | 9.4% | 1.0
Nn1c(SCc2csc(-c3ccccc3)n2)nnc1-c1cccs1 | 2.5% | -2.6% | i | 4.7% | 18.7% | 0.0 | -1.0% | -5.4% | 0.0 | PMK inhibit pilot replicates=7.0;MK inhibit pilot replicates=0.0;DPM-DC inhibit pilot screen %=0.5
Nc1nnc(SCC(=O)N2CCc3ccccc32)n1-c1ccccc1 | -4.4% | -9.9% | i | -1.9% | 10.6% | 0.0 | 6.4% | -0.7% | 5.0 | PMK inhibit pilot replicates=1.0;MK inhibit pilot replicates=0.0;DPM-DC inhibit pilot screen %=1.5
Cc1ccc(/C=C/S(=O)(=O)N2CCC(C(=O)O)CC2)cc1 | 0.8% | 6.8% | i | 2.7% | 1.9% | 14.0 | 19.2% | -1.6% | 0.0
O=C(c1noc2c1CCCC2)N1CCN(Cc2ccccc2)CC1 | -0.2% | -3.9% | i | 5.5% | 4.6% | 7.0 | 7.0% | -2.3% | 9.0
O=C(c1ccc(S(=O)(=O)N2CCCCC2)cc1)N1CCCc2ccccc21 | 1.3% | -12.2% | i | -2.3% | 11.8% | 1.0 | 2.9% | -12.6% | 0.0
COc1ccc(CN(Cc2cc3cccc(C)c3[nH]c2=O)C(=O)N(C)C)cc1 | 22.4% | 6.2% | i | -6.4% | 12.0% | 17.0 | . | 2.8% | 0.0
O=C(NCCCN1CCOCC1)c1cc2c(=O)[nH]c3ccccc3c2s1 | 17.1% | -9.8% | . | -8.4% | 4.0% | 4.0 | . | -9.8% | 9.0
Cc1ccc(C2CC(=O)c3cnc(N4CCN(c5ccccc5)CC4)nc3C2)cc1 (stereo not drawn) | -5.6% | 9.3% | i | -9.0% | 12.6% | 11.0 | -2.5% | 17.2% | 11.0
Cc1cc(C(=O)OCC(=O)c2ccc(Br)s2)c(C)o1 | -1.9% | -1.4% | i | 3.4% | 17.1% | 5.0 | 5.1% | 0.5% | 1.0
COc1ccccc1-c1nnc2n1N=C(c1ccc(O)c(O)c1)CS2 | 48.0% | 60.1%* | i | 8.8% | 36.4% | 15.0 | 9.0% | 54.8%* | 0.0
Cc1ccn2cc(C(=O)Nc3nnc(C)s3)nc2c1 | 0.7% | 0.7% | i | -0.5% | -13.7% | 5.0 | . | -3.9% | 5.0
CCOc1ccccc1NC(=O)C1CCCN(S(=O)(=O)c2c(C)[nH]c(=O)[nH]c2=O)C1 (stereo not drawn) | . | -16.0% | i | -4.1% | 1.6% | 15.0 | -9.2% | -17.8% | 1.0
COc1ccc(CN(Cc2cc3cc(C)ccc3[nH]c2=O)C(=O)N(C)C)cc1 | -2.0% | 1.3% | i | -2.0% | 3.2% | 18.0 | 10.7% | -13.3% | 7.0
Cc1ccc(-c2nn(-c3ccccc3)cc2C(=O)N2CCOCC2)cc1 | 2.8% | -16.7% | i | 9.8% | 10.7% | 10.0 | -5.0% | -9.3% | 6.0
O=C(CSc1nnc(Cc2cc(=O)[nH]c(=O)[nH]2)n1-c1ccc(Cl)cc1)NC1CCCC1 | -1.6% | -11.5% | i | 3.1% | -0.8% | 11.0 | . | -4.7% | 7.0
O=C(Nc1ccccc1OC(F)F)c1ccccc1 | 7.8% | 6.8% | i | -3.4% | 14.9% | 4.0 | 21.6% | 2.8% | 8.0
CCOC(=O)c1cccc(NC(=O)CSc2nnc(C3CCCCC3)n2CC)c1 | -2.3% | -6.5% | i | 5.9% | 7.1% | 16.0 | 1.3% | 3.3% | 7.0

Screening data deposited in PubChem by several laboratories.
